Bcl-B Bim block: inhibitors of Bim-Bcl-B binding, primary screen, biochemical, multiplexed, human Bcl-2 family | AID 951, 2007 | bead-based flow cytometry, Bim peptide-Bcl-B binding | 190,000 tested, 0.073% active | inhibition, % at 10 µM;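 note: 0% = tracer peptide without compound and 100% = reference inhibitor peptide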
Target sequence (Q9HD36 whole entry, looked up): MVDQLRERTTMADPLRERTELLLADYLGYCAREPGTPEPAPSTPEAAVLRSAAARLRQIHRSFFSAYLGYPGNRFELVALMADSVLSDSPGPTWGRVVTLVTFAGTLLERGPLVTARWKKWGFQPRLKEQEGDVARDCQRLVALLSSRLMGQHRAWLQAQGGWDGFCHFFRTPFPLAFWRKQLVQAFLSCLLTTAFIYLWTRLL
RGS7-Gao reg: RGS7-Galphao binding modulators, primary screen, biochemical, multiplexed bead flow cytometry | Guanine nucleotide-binding protein G(o) subunit alpha (Homo sapiens), P09471 | actives lie on both sides | binding response (% of control), % at 10 µM | 220,000 tested, 0.35% active; in the data active = binding response below about 49% or above about 150%; inconclusive = no clear call, values can overlap the other calls; inactive = in between;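 note: fluorescent Galphao held in activated GDP-AlF4 state binding bead-coupled RGS7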
Target sequence (P09471 whole entry, looked up): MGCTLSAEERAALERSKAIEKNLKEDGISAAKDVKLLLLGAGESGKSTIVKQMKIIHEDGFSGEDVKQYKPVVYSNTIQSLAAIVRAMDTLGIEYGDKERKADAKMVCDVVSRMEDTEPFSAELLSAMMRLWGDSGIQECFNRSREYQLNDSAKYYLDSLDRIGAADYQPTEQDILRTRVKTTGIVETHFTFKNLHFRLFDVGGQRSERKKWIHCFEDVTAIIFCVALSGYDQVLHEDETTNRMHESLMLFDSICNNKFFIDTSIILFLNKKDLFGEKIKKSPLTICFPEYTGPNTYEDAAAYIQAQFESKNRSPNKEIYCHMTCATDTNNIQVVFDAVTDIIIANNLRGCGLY
RGS4-Gao reg: modulators of RGS4 binding to Galphao, primary screen, biochemical, multiplexed bead flow cytometry. binding response (% of control), % at 10 µM. 220,000 tested, 0.33% active. actives lie on both sides; in the data active = binding response below about 49% or above about 150%; inactive = in between;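 note: fluorescent Galphao activated with aluminum fluoride binding bead-coupled RGS4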
GSH bead fluor: compound fluorescence on glutathione beads, profiling panel, artefact control, biophysical, 488/530 nm, flow cytometry | fluorescence (KMESF) at 10 µM | 190,000 tested, 0.25% active | GSH beads flow cytometry, compound fluorescence 488/530 nm; hits give high values; in the data active = fluorescence above about 89;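 note: glutathione beads carrying GST-tagged Bcl family fusion proteins plus one bare bead set; values are compound well signal with DMSO vehicle wells as background; inactives centre near 16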
ABCB1 inh: ABCB1 efflux pump inhibitors, primary screen, cell-based, multiplex, flow cytometry, ABCG2 counter-screen. inhibition, % at 6.6 µM. AID 1326, 2008. ATP-dependent translocase ABCB1 (Homo sapiens), P08183. 190,000 tested, 0.067% active. CCRF-Adr cells, JC-1 efflux; in the data active = inhibition above about 40%;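 note: 0% = vehicle and 100% = reference inhibitor; higher value means more JC-1 retained so stronger ABCB1 efflux block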
ABCG2 block: ABCG2 efflux pump inhibitors, primary screen, multiplex with ABCB1, IgMXP3 cells, flow cytometry; Broad substrate specificity ATP-binding cassette transporter ABCG2 (Homo sapiens), Q9UNQ0; JC-1 efflux; inhibition, % at 6.6 µM; 190,000 tested, 0.1% active; AID 1325, 2008;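 active = inhibition above 80%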;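 note: 0% = DMSO and 100% = nicardipine control wells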
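material = IgMXP3 (ABCG2) plus far-red-tagged CCRF-Adr (ABCB1) cells | amount = 3 million cells/mL, equal mix of both lines | also added = JC-1 transporter substrate | dosing = one concentration, 6.6 µM final | schedule = 10 min at 25 °C | measured by = flow cytometric JC-1 green MFI at 530 nm | read-out basis = percent efflux inhibition, scaled nicardipine 100% to DMSO 0%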
Bfl-1 Bim block: inhibitors of Bim binding to Bfl-1, primary screen, biochemical, multiplexed, bead-based flow cytometry | Bim-Bfl-1 binding inhibition | inhibition, % at 10 µM | 190,000 tested, 0.12% active;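 note: 0% = wells without compound plus tracer and 100% = blocker peptide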
Bim-Bcl-2: inhibitors of Bim-Bcl-2 binding, primary screen, biochemical, multiplexed, human Bcl-2 family. Bead-based flow cytometry, Bim peptide-Bcl-2 binding. AID 950, 2007. 190,000 tested, 0.06% active. inhibition, % at 10 µM. Apoptosis regulator Bcl-2 (Homo sapiens), P10415; in the data active = inhibition above about 40%; inconclusive = no clear call, values can overlap the other calls;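 note: 0% = no compound wells with probe peptide and 100% = reference peptide inhibitor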
Target sequence (P10415 whole entry, looked up): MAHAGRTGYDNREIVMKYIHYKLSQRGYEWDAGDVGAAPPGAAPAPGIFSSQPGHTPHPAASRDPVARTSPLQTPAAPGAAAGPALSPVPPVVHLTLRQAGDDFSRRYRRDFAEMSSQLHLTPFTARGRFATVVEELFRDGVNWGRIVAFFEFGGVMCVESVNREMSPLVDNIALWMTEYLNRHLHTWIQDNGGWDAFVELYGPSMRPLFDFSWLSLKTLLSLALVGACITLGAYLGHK
Bim-Bcl-XL: inhibitors of Bim-Bcl-XL binding, primary screen, biochemical, multiplexed, bead flow cytometry, human Bcl-XL; Bim peptide-Bcl-XL binding, fluorescence; 190,000 tested, 0.04% active; AID 1007, 2008; inhibition, % at 10 µM
Avidin bead fluor: green autofluorescence of compounds with avidin beads – biophysical, 488/530 nm, flow cytometry, artefact control, profiling panel; compound fluorescence 488/530 nm; hits give high values; fluorescence (KMESF) at 10 µM; AID 1775, 2009; 220,000 tested, 0.38% active; in the data active = fluorescence above about 47; note: inactives centre near 10
Bcl-W Bim block: inhibitors of Bim binding to Bcl-W, primary screen, biochemical, multiplexed, bead-based flow cytometry | Bcl-2-like protein 2 (Homo sapiens), Q92843 | Bim peptide-Bcl-W binding | inhibition, % at 10 µM | 190,000 tested, 0.02% active | AID 952, 2007;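 note: 0% = bound tracer without compound and 100% = peptide blocker; higher means less fluorescent Bim peptide bound to Bcl-W beads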
Target sequence (Q92843 whole entry, looked up): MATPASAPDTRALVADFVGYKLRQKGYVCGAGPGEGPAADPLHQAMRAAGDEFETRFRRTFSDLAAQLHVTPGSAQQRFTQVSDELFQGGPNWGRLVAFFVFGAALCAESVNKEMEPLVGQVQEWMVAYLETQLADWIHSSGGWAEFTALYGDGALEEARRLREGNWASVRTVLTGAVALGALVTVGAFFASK
* marks the source's active call; other numbers are inactive results; u = inconclusive; x = no result given. Cut-off read from the data, not from the text of the source, unless noted: active = inhibition above about 40%. Some of the compounds tested; the hit share may differ from the screen's.

#1 C/C(=C\c1ccc(N(C)C)cc1)[N+](=O)[O-]
#2 CCCCN1C(=O)/C(=C/C=C/c2ccco2)C(=O)NC1=S
#3 NCC(CC(=O)O)c1ccc(Cl)cc1 (stereo unspecified)
#4 O=C1NC(=S)N(c2ccccc2F)C(=O)/C1=C\c1cccs1
#5 O=C(c1cc(C(=O)NCc2ccccc2)c(=O)n(Cc2ccccc2)c1)c1cc(Cl)ccc1O
#6 COC(=O)C1=CCCN(C)C1
#7 CC(Cc1ccccc1)[n+]1cc(/N=C(\[O-])Nc2ccccc2)on1 (stereo unspecified)
#8 O=C(/C=C/c1ccc2c(c1)OCO2)c1c(O)n(CCC2=CCCCC2)c(=O)[nH]c1=O

entry no.	1	2	3	4	5	6	7	8
Bcl-B Bim block	-9	-8	-2	-5	-2	-3	-10	-9
RGS7-Gao reg	90	90	103	99	98	5.1*	110	100
RGS4-Gao reg	91	98	104	100	97	16*	102	101
GSH bead fluor	35	12	33	12	6	14	26	20
ABCB1 inh	0.4	-3.7	1.0	-1.6	-1.1	0.2	0.3	-0.2
ABCG2 block	12	-33	1	-12	-5	2	3	-1
Bfl-1 Bim block	-6	0	-8	-3	-1	-7	-16	-9
Bim-Bcl-2	-8	-2	-6	3	-2	-1	-17	-4
Bim-Bcl-XL	-4	-2	-6	-2	-1	-1	-4	-10
Avidin bead fluor	11	15	17	10	1	1	57*	15
Bcl-W Bim block	-3	1	0	-5	-1	-1	-3	-4

The last four entries of the part above are carried over, then new ones follow:
#5 O=C(c1cc(C(=O)NCc2ccccc2)c(=O)n(Cc2ccccc2)c1)c1cc(Cl)ccc1O
#6 COC(=O)C1=CCCN(C)C1
#7 CC(Cc1ccccc1)[n+]1cc(/N=C(\[O-])Nc2ccccc2)on1 (stereo unspecified)
#8 O=C(/C=C/c1ccc2c(c1)OCO2)c1c(O)n(CCC2=CCCCC2)c(=O)[nH]c1=O
#9 CN1C(=O)C(=CN2CCN(C(=O)c3ccco3)CC2)C(=O)N(C)C1=S
#10 CCN1CCN(Cc2ccccc2C)CC1
#11 CCn1cc(CN2CCCC(C(=O)c3cccc(OC)c3)C2)c(C)n1 (stereo unspecified)
#12 CN(C)C(=O)Oc1cccc2c(OC(=O)N(C)C)cccc12
#13 Cc1ccc(-n2c(O)c(/C=N/c3ncc(Br)cc3Br)c(=O)[nH]c2=O)cc1
#14 CN(C)C(=O)NC(O)C(Cl)(Cl)Cl (stereo unspecified)
#15 CNC(=O)c1cccn(Cc2cccc(C(F)(F)F)c2)c1=O
#16 CCCN(CC#CCO)CCC

entry no.	5	6	7	8	9	10	11	12	13	14	15	16
Bcl-B Bim block	-2	-3	-10	-9	0	-3	-4	-1	-10	-10	-4	-7
RGS7-Gao reg	98	5.1*	110	100	94	102	98	93	102	103	u	100
RGS4-Gao reg	97	16*	102	101	97	99	101	92	102	104	101	95
GSH bead fluor	6	14	26	20	5	44	13	26	15	37	18	23
ABCB1 inh	-1.1	0.2	0.3	-0.2	-0.7	0.3	0.2	-0.5	1.4	-0.5	0.0	1.8
ABCG2 block	-5	2	3	-1	-1	1	0	-4	7	8	1	13
Bfl-1 Bim block	-1	-7	-16	-9	1	-7	-4	-5	-1	-17	-4	-19
Bim-Bcl-2	-2	-1	-17	-4	0	-6	-4	-9	1	-13	-3	-10
Bim-Bcl-XL	-1	-1	-4	-10	-1	-10	-3	-6	0	-12	-1	-4
Avidin bead fluor	1	1	57*	15	9	9	11	23	12	13	10	39
Bcl-W Bim block	-1	-1	-3	-4	0	2	-4	-7	0	-1	-1	0

#17 CN1CCN(c2nc3ccccc3c(=O)n2-c2ccccc2)CC1
#18 O=C(O)CCn1cc(C=C2C(=O)NC(=O)NC2=O)c(-c2ccc(Br)cc2)n1
#19 COc1ccc(C(C)=O)cc1CC(C(=O)c1ccccc1)N(C)C (stereo unspecified)
#20 COc1ncccc1C(=O)NCC(CC(=O)O)c1ccccc1 (stereo unspecified)
#21 CCN1CCN(Cc2nnnn2C(C)(C)C)CC1
#22 O=c1[nH]c(=O)n(-c2ccc(Cl)cc2)c(O)c1C=Nc1ccc(S(=O)(=O)Nc2nccs2)cc1
#23 CN1C2C=C(N(C(=O)c3ccc(Cl)cc3)c3ccccc3)CC1CC2 (stereo unspecified)
#24 CC1CN=C(NCc2ccccc2)S1 (stereo unspecified)

entry no.	17	18	19	20	21	22	23	24
Bcl-B Bim block	-11	4	-15	-10	1	-4	6	-3
RGS7-Gao reg	98	90	109	104	104	104	107	97
RGS4-Gao reg	92	98	101	79	90	106	110	97
GSH bead fluor	15	8	19	45	22	8	23	54
ABCB1 inh	-0.1	0.0	0.5	-0.1	0.6	-0.8	0.0	0.4
ABCG2 block	-1	27	15	0	1	-3	0	2
Bfl-1 Bim block	-5	0	-9	-13	0	-1	4	-5
Bim-Bcl-2	-7	2	-4	-10	5	0	5	0
Bim-Bcl-XL	-13	-1	-16	-3	0	-4	3	-4
Avidin bead fluor	22	13	21	8	11	14	4	10
Bcl-W Bim block	-7	5	-6	3	1	-2	3	0

#25 O=C(c1ccccc1)c1ccc(N=Nc2c(O)[nH]c(=O)[nH]c2=O)cc1
#26 O=C(Cn1nc(Cc2cccnc2)c2ccccc2c1=O)N1CCC2(CC1)OCCO2
#27 Cc1cc(Cl)ccc1OCC(=O)N1CCN(C)CC1
#28 CCn1ccnc1CN1CCCC(C(=O)c2ccc(OC)cc2OC)C1 (stereo unspecified)
#29 Cc1ccc(Cc2c(C)nc3nc(SCC(=O)N4CCC5(CC4)OCCO5)nn3c2C)cc1
#30 CC(=O)NC1CC2CCCC(C1)N2 (stereo unspecified)
#31 CN1CCN(c2ccc([N+](=O)[O-])c(N/N=C3\CN4CCC3CC4)c2)CC1
#32 O=P(C(Cl)Cl)(N1CCCCC1)N1CCCCC1

entry no.	25	26	27	28	29	30	31	32
Bcl-B Bim block	-5	-10	-5	-2	-11	-3	-1	-1
RGS7-Gao reg	u	101	102	111	98	101	103	93
RGS4-Gao reg	104	101	105	95	98	104	101	100
GSH bead fluor	14	31	45	10	9	15	10	18
ABCB1 inh	0.0	0.1	0.7	2.1	1.2	-0.1	0.0	0.4
ABCG2 block	0	3	2	9	4	0	2	3
Bfl-1 Bim block	-5	-25	-7	-5	-9	-14	-6	-1
Bim-Bcl-2	-7	-8	-2	-5	-7	-3	0	-1
Bim-Bcl-XL	-4	-7	-1	0	-2	-1	-1	-1
Avidin bead fluor	11	13	37	15	8	6	22	30
Bcl-W Bim block	-2	-4	-2	0	0	0	2	-1

#33 O=C(CNC(=O)c1cccc(Cl)c1)Nc1ccc(Br)cc1C(=O)c1ccccc1
#34 CCC(=NCCN1CCCCC1)c1c(O)n(C)c(=O)n(C)c1=O
#35 CN1Cc2c(c(C#N)c(N)n(C)c2=S)CC1(C)C
#36 COc1ccc2c3c([nH]c2c1)C(C)=NCC3
#37 CC(C)c1ccc(N2C(=O)NC(=O)/C(=C/c3cnc(-c4ccccc4)nc3)C2=O)cc1
#38 O=C(c1ccc(Cl)cc1)C1CCCN(C2CCSCC2)C1 (stereo unspecified)
#39 CC(=Nc1c(C)n(C)n(-c2ccccc2)c1=O)c1c(O)n(Cc2ccccc2)c(=O)[nH]c1=O
#40 COc1ccc(C2SCC(=O)Nc3c2c(C)nn3-c2ccccc2)cc1OC (stereo unspecified)

entry no.	33	34	35	36	37	38	39	40
Bcl-B Bim block	-7	-7	-8	-1	-12	-3	-3	-3
RGS7-Gao reg	102	104	96	114	98	101	101	101
RGS4-Gao reg	102	107	101	126	99	102	99	100
GSH bead fluor	11	33	23	21	21	52	26	20
ABCB1 inh	x	0.8	0.1	-0.4	-0.8	2.2	1.0	0.1
ABCG2 block	1	2	0	-1	-3	2	2	0
Bfl-1 Bim block	-7	-10	9	-1	-14	-16	-1	-3
Bim-Bcl-2	-5	-7	1	0	-10	-6	1	-2
Bim-Bcl-XL	-10	-2	2	-2	-9	-4	-3	0
Avidin bead fluor	17	15	9	29	13	10	38	31
Bcl-W Bim block	-4	1	7	-3	-6	-4	-3	-1

#41 O=c1[nH]c(=O)n(CCC2=CCCCC2)c(O)c1C=NCc1cccnc1
#42 C#CCNc1ccncc1S(=O)(=O)NC(=O)NC(C)C
#43 CCN(CC)P(=O)(NC(=O)C(Cl)(Cl)Cl)N(CC)CC.[Cl-].[Cl-].[Cl-].[Nd+3]
#44 CCOP(=S)(OCC)SCC(=O)NC(C(=O)O)C(C)C (stereo unspecified)
#45 O=c1c2ccccc2nc(-c2ccco2)n1-c1ccncc1
#46 O=C1C2CCCN2C(c2ccncc2)N1c1ccc(Cl)c(Cl)c1 (stereo unspecified)
#47 Cc1ccc(-c2nc3ccccc3c(=O)n2-c2ccc(O)cc2)cc1
#48 CCOC(=O)C1=C(N)Oc2cc(C)oc(=O)c2C12C(=O)N1c3c(cccc32)C(C)=CC1(C)C (stereo unspecified)

entry no.	41	42	43	44	45	46	47	48
Bcl-B Bim block	2	-6	-3	-9	-8	-9	-3	0
RGS7-Gao reg	105	90	101	99	98	104	102	102
RGS4-Gao reg	105	88	99	103	98	102	102	104
GSH bead fluor	11	22	40	62	8	30	12	13
ABCB1 inh	1.2	0.5	0.2	0.5	0.3	0.8	0.8	1.3
ABCG2 block	7	1	1	2	4	11	2	2
Bfl-1 Bim block	-1	-1	-6	-15	-15	-26	-2	0
Bim-Bcl-2	-3	-8	-1	-11	-14	-6	-3	0
Bim-Bcl-XL	2	-3	6	5	-7	-6	-5	0
Avidin bead fluor	19	22	6	7	10	13	21	9
Bcl-W Bim block	3	-5	4	0	0	-5	-2	1

#49 COc1cccc(-c2nc3ccc(N4CCN(C)CC4)cc3[nH]2)c1
#50 CC(C)CCN1CCN(Cc2c(F)cccc2Cl)CC1CCO (stereo unspecified)
#51 Cc1nn(Cc2ccc(Cl)cc2Cl)c(Cl)c1C(=O)Nc1ccc(OC(F)F)cc1
#52 CCC(=O)N1N=C2C3CCN(CC3)C2C1c1ccc(C)cc1 (stereo unspecified)

entry no.	49	50	51	52
Bcl-B Bim block	7	-1	-5	1
RGS7-Gao reg	u	100	102	97
RGS4-Gao reg	97	103	103	101
GSH bead fluor	15	15	7	18
ABCB1 inh	0.7	0.3	0.1	1.0
ABCG2 block	9	4	0	3
Bfl-1 Bim block	-3	-3	-4	1
Bim-Bcl-2	-1	-3	-3	1
Bim-Bcl-XL	-3	-1	-3	-1
Avidin bead fluor	9	12	3	7
Bcl-W Bim block	0	2	0	2
